ABCG2 block = human ABCG2 inhibition, ABCB1 as counter-screen | Q9UNQ0 | IgMXP3 cells, JC-1 efflux, flow cytometry | inhibition, % at 6.6 µM | hit rate 0.1% among 190,000;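 active means inhibition above 80%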;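 further: 0% = DMSO and 100% = nicardipine control wells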
Target sequence (Q9UNQ0 whole entry, looked up): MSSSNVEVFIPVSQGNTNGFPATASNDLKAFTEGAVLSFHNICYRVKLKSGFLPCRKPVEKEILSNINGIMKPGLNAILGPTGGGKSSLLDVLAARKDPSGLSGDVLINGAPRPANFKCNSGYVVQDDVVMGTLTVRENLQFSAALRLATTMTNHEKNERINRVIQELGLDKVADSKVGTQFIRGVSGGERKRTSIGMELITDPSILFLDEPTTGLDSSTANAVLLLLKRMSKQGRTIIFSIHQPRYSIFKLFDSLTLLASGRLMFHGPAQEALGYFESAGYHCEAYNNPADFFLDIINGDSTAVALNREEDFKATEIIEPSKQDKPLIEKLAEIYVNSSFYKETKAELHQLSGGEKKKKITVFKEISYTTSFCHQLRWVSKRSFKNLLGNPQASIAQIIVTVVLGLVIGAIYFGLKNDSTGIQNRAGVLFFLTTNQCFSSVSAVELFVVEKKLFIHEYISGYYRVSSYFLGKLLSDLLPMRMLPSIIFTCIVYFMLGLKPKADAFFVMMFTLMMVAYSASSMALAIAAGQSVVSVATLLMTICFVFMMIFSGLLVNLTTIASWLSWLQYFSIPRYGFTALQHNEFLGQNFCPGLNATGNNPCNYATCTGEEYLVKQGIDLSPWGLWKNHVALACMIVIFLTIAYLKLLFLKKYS
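Test system: IgMXP3 (ABCG2) plus far-red-tagged CCRF-Adr (ABCB1) cells. Reagent: JC-1 dye as substrate. Timing: 10 min exposure at 25 °C with rotation, no wash. Measured by: flow cytometric JC-1 green MFI at 530 nm. Read-out: percent efflux inhibition, scaled nicardipine 100% to DMSO 0%. Control set: nicardipine and DMSO wells.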
GSH fluor = GSH bead compound fluorescence profile; AID 1776; hit rate 0.25% among 190,000; fluorescence (KMESF) at 10 µM; GSH beads flow cytometry, compound fluorescence 488/530 nm; active compounds read high; in the data active means fluorescence above about 89;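 further: glutathione beads carrying GST-tagged Bcl family fusion proteins plus one bare bead set; values are compound well signal with DMSO vehicle wells as background; inactives centre near 16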
Rab2 wt GTP = changes GTP binding to wildtype dog Rab2A, up or down. AID 760. GST-Rab2 wt beads, Bodipy-GTP binding, flow cytometry. P61105. GTP binding activity, % at 10 µM. hit rate 0.19% among 190,000;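 active means GTP binding activity at least 20 points away from 100%, either lowered or raised; inconclusive means signal likely due to the compound's own green fluorescence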;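 further: 0% = beads with excess unlabeled GTP and 100% = no-compound control corrected for plate trend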
Avidin bead fluor = avidin bead compound fluorescence profile; fluorescence (KMESF) at 10 µM; hit rate 0.38% among 220,000; Avidin beads, compound fluorescence 488/530 nm, flow cytometry; active compounds read high; in the data active means fluorescence above about 47; further: inactives centre near 10
Rac1 act GTP bind = modulators of GTP binding to human Rac1 activated mutant; hit rate 0.11% among 190,000; AID 764; GST-Rac1 activated beads, fluorescent GTP binding, flow cytometry; actives lie on both sides; 100% means binding = to untreated wells; percent activity (GTP binding), % at 10 µM;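 active means GTP binding at least 20 percentage points away from the 100% baseline, in either direction, so actives lie on both sides; inconclusive means Compound likely fluorescent itself, or too few beads counted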
Cdc42 wt GTP = modulators (inhibitors or activators) of GTP binding to human Cdc42 wildtype; hit rate 0.2% among 190,000; AID 761; percent activity (GTP binding), % at 10 µM; GST-Cdc42 beads, Bodipy-GTP binding, flow cytometry; actives lie on both sides;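 active means percent activity GTP binding at least 20 points away from the 100% baseline, either down as inhibitor or up as activator; inconclusive means compound flagged as likely green fluorescent from well-wide comparison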;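 further: median bead fluorescence of bound Bodipy-FL-GTP at 100 nM; 0% = excess unlabeled GTP control and 100% = no compound control; below 100% means less GTP binding so inhibitor and above means activator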
Target sequence (P60953 whole entry, looked up): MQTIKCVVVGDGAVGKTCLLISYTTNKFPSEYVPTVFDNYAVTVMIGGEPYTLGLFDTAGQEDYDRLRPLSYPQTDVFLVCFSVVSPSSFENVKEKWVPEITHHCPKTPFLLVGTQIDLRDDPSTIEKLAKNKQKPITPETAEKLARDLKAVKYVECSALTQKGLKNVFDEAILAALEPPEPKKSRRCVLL
HRas wt GTP bind = modulators of GTP binding to human HRas wildtype | P01112 | GST-Ras wt beads, Bodipy-FL-GTP binding, flow cytometry; actives lie on both sides | GTP binding activity, % at 10 µM | hit rate 0.14% among 190,000 | AID 759;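 active means GTP binding activity at least 20% away from the 100% baseline, either lowered as inhibitor or raised as activator; inconclusive means flagged as likely green fluorescent, judged across all proteins in the well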;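 further: 0% = unlabeled GTP competition control and 100% = no-compound control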
Target sequence (P01112 whole entry, looked up): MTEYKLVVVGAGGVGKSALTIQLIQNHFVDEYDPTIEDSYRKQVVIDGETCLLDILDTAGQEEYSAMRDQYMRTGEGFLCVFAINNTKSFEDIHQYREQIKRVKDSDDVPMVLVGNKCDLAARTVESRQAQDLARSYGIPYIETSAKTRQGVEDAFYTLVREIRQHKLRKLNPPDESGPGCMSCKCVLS
Pf gamet viab = kills late stage P. falciparum gametocytes | P. falciparum stage V gametocytes, ATP luminescence, 24 h | inhibition, % at 10.9 µM | hit rate 0.065% among 150,000;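 active means inhibition above the mean plus 3 SD of compounds within the control limits, set per campaign, cut at about 38% in these data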;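 further: 0% = DMSO wells and 100% = medium only without gametocytes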
Rab7 wt modul = modulators of GTP binding to dog Rab7 wildtype GTPase; hit rate 0.055% among 190,000; AID 758; GTP binding activity (percent of control), % at 10 µM; GST-Rab7 beads, fluorescent GTP binding, flow cytometry; actives lie on both sides; untreated = 100%, excess cold GTP = 0%;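 active means fluorescent GTP binding to Rab7 beads changed by at least 20 points from the 100% baseline, either direction, mostly lower; inconclusive means compound itself probably fluorescent, or too few beads counted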;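 further: median green fluorescence of bound Bodipy-FL-GTP per Rab7 bead population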
ABCB1 block = blocks JC-1 efflux by human ABCB1 transporter. hit rate 0.067% among 190,000. inhibition, % at 6.6 µM. CCRF-Adr cells, flow cytometry; in the data active means inhibition above about 40%;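 further: 0% = vehicle and 100% = reference inhibitor; higher value means more JC-1 retained so stronger ABCB1 efflux block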
Rac1 wt GTP bind = human Rac1 wildtype GTP binding, inhibitors and activators; P63000; GTP binding activity (% of control), % at 10 µM; hit rate 0.27% among 190,000; GST-Rac1 beads, fluorescent GTP binding, flow cytometry; actives lie on both sides; 0 = cold GTP competed, 100 = untreated;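 active means GTP binding activity at least 20 points away from the 100% control level, either lower or higher; inconclusive means compound flagged as likely green fluorescent, judged across all proteins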
The depositor's hits bear a star; ? = inconclusive; nt = no result given.

SMILES	ABCG2 block	GSH fluor	Rab2 wt GTP	Avidin bead fluor	Rac1 act GTP bind	Cdc42 wt GTP	HRas wt GTP bind	Pf gamet viab	Rab7 wt modul	ABCB1 block	Rac1 wt GTP bind
CN(C)Cc1nc2c(c(=O)[nH]1)C(C)(C)Cc1ccccc1-2	0.1	11	101.0	11	100.0	101.0	101.0	nt	102.0	0.1	103.0
CCOC(=O)COc1ccc2ccccc2c1/C=C/[N+](=O)[O-]	10.2	5	98.0	3	99.0	100.0	101.0	-3.7	99.0	0.3	101.0
Cc1ccc(C)n1-c1cccc(NC(=O)c2ccccc2)c1	nt	14	103.0	6	101.0	101.0	103.0	nt	104.0	nt	100.0
COC(=O)C(C(=O)Nc1ccccc1C)C1CCCC1 (stereo not drawn)	3.9	26	103.0	33	100.0	103.0	101.0	nt	99.0	1.3	106.0
Cc1ccc(C)c(N2CCN(S(=O)(=O)c3ccc4c(c3)OCCO4)CC2)c1	0.7	21	102.0	6	100.0	102.0	101.0	nt	94.0	0.3	101.0
CC(C)NC(=O)c1cc(-c2ccco2)on1	-0.6	23	100.0	18	95.0	101.0	99.0	nt	104.0	-2.6	102.0
CC(=O)Nc1ccc(-c2nnc(SCC(=O)NCc3ccco3)n2C)cc1	19.7	33	100.0	13	98.0	99.0	100.0	nt	101.0	1.5	105.0
O=C(COC(=O)c1oc2ccccc2c1COc1ccccc1)NCCN1C(=O)CSC1=O	11.9	10	98.0	11	99.0	101.0	99.0	22.8	97.0	0.8	102.0
CCOC(=O)CN(C(=O)CSc1nnc(CNc2ccc(C)cc2C)o1)c1ccccc1	3.8	21	105.0	10	100.0	104.0	104.0	nt	103.0	1.2	102.0
CCN(CC)S(=O)(=O)c1ccc(C(=O)Oc2ccc3c(c2)OCO3)cc1	6.6	26	101.0	11	98.0	103.0	101.0	-3.2	102.0	1.5	101.0
Cc1nn(Cc2ccc(Cl)cc2)c2sc(C(=O)O)cc12	5.6	12	95.0	8	92.0	91.0	96.0	-12.1	96.0	0.4	100.0
CCOC(=O)c1ccc(NC(=O)CN2C(=O)CCC2=O)cc1	-6.6	19	97.0	9	98.0	98.0	100.0	-35.2	101.0	1.1	101.0
C/C(=N/NC(=O)Cc1c(C)[nH][nH]c1=O)c1ccc(O)cc1	0.3	22	98.0	13	99.0	100.0	97.0	1.7	98.0	0.1	100.0
COc1ccc(N(Cc2cc3ccccc3[nH]c2=O)S(C)(=O)=O)cc1	4.0	24	98.0	3	101.0	101.0	101.0	17.8	97.0	1.4	109.0
COc1ccc(CNC(=O)CSc2ccc(Br)cc2)cc1OC	-2.4	17	103.0	5	101.0	106.0	100.0	6.4	97.0	-0.5	105.0
COc1cc2c(C(=O)N3CCN(c4ccccc4F)CC3)cn(C)c(=O)c2cc1OC	-0.2	12	97.0	11	96.0	96.0	99.0	3.1	101.0	0.4	97.0
CC1=C(C(=O)Nc2ccccc2)C(c2ccc3c(c2)OCO3)C2=C(CCCC2=O)N1 (stereo not drawn)	0.5	25	98.0	14	95.0	98.0	99.0	nt	94.0	-2.9	97.0
O=C(NC1CCCCCC1)c1nc2ncccn2n1	-3.3	26	102.0	14	98.0	97.0	100.0	nt	99.0	-0.7	102.0
COc1ccc(C2=Nc3cc(C)ccc3OC2)cc1	4.0	66	103.0	14	101.0	104.0	104.0	-12.9	94.0	0.6	99.0
Cc1ccc(/C=N/NC(=O)CSc2nc3nc(C)cc(C)n3n2)cc1	10.0	22	102.0	10	101.0	104.0	101.0	-1.5	94.0	1.1	101.0
O=C(Nc1ccccc1)C1=C[C@H](c2ccccc2)C[C@H](OCc2ccc(CO)cc2)O1	13.8	18	94.0	6	96.0	95.0	96.0	-3.2	104.0	1.1	97.0
CC(=O)Nc1ccc(S(=O)(=O)N2CCN(C3CCCCCCC3)CC2)cc1	0.7	23	105.0	13	96.0	102.0	103.0	nt	94.0	0.2	101.0
CCOc1ccc(OCCOCCOc2ccccc2Cl)cc1	9.6	8	93.0	8	96.0	96.0	98.0	-2.9	95.0	0.2	98.0
O=C1C(NS(=O)(=O)c2cccs2)=C(N2CCN(c3cccc(Cl)c3)CC2)C(=O)c2ccccc21	1.5	11	96.0	9	95.0	98.0	99.0	nt	96.0	0.6	104.0
CCC12CN(S(=O)(=O)c3ccc(C)cc3)CC(CC)(CN(S(=O)(=O)c3ccc(C)cc3)C1)C2=O	0.7	6	98.0	6	98.0	103.0	101.0	8.6	99.0	0.9	102.0
COC(=O)c1ccccc1NC(=O)COC(=O)c1ccco1	14.1	20	97.0	29	95.0	102.0	99.0	nt	100.0	0.0	103.0
O=C(N/N=C/c1c[nH]c2ccc(Br)cc12)c1ccn(Cc2ccc(Cl)cc2)n1	-0.4	8	96.0	9	97.0	96.0	98.0	-39.6	97.0	-0.5	96.0
O=C(NC1CCCC1)C(c1ccccc1)N(C(=O)c1ccno1)c1ccccc1 (stereo not drawn)	6.0	34	98.0	6	100.0	102.0	102.0	-0.2	98.0	1.4	105.0
O=c1c(Br)c(N2CCCC2)cnn1-c1ccccc1	7.5	7	100.0	16	101.0	102.0	104.0	-11.4	103.0	0.5	106.0
Clc1cccc(CN2CCC(Cc3ccccc3)CC2)c1	0.7	26	101.0	8	98.0	100.0	101.0	nt	102.0	-0.7	105.0
O=C(COC(=O)Cc1ccccc1F)Nc1ccc(SC(F)F)cc1	21.1	9	102.0	14	100.0	99.0	98.0	2.0	102.0	0.4	99.0
CCc1ccc(/C([O-])=C(/C(=S)NCCN2CCOCC2)[n+]2ccccc2)cc1	-1.8	25	101.0	9	97.0	94.0	98.0	-1.5	105.0	-0.4	99.0
CCN(CC)C(=O)CSc1ncnc2c1cnn2Cc1ccccc1	0.9	37	100.0	7	99.0	103.0	99.0	18.6	101.0	0.3	102.0
CCC(C)c1ccc(NC(=O)C2CCN(c3ccc(C(F)(F)F)cn3)CC2)cc1 (stereo not drawn)	-2.2	10	101.0	6	102.0	103.0	101.0	nt	100.0	-0.4	104.0
Cc1noc(C)c1COc1ccc(CC(=O)NC2CCCCCC2)cc1	0.0	12	96.0	14	96.0	94.0	95.0	-6.3	90.0	0.1	97.0
Cc1nnc(SCC(=O)NCc2ccccc2)[nH]c1=O	1.0	48	?	5	?	?	?	nt	?	0.1	?

3 entries from above, sorted by the value under Rac1 wt GTP bind, smallest number first:
SMILES	Rac1 wt GTP bind
Cc1noc(C)c1COc1ccc(CC(=O)NC2CCCCCC2)cc1	97.0
Clc1cccc(CN2CCC(Cc3ccccc3)CC2)c1	105.0
O=c1c(Br)c(N2CCCC2)cnn1-c1ccccc1	106.0

Going on with the list:
SMILES	ABCG2 block	GSH fluor	Rab2 wt GTP	Avidin bead fluor	Rac1 act GTP bind	Cdc42 wt GTP	HRas wt GTP bind	Pf gamet viab	Rab7 wt modul	ABCB1 block	Rac1 wt GTP bind
CC(=O)c1cc(-c2ccccc2)n(CC(=O)NC(C)(C)C)c1C	6.8	9	102.0	25	99.0	99.0	102.0	2.7	105.0	0.3	102.0
O=C(CCn1cccc1)Nc1cccc(F)c1	13.4	13	101.0	12	100.0	96.0	98.0	nt	100.0	-0.6	106.0
O=C(NCC1CCCO1)c1onc(CSc2ccccc2)c1C(=O)O (stereo not drawn)	1.4	33	?	10	?	?	?	nt	?	0.2	?
O=C(NC1CCN(C(=O)Nc2ccccc2Cl)CC1)c1ccccc1	1.6	9	96.0	20	97.0	97.0	96.0	24.6	95.0	0.1	96.0
CC(C)(C)SCCNC(=O)CN(c1ccc(F)c(Cl)c1)S(C)(=O)=O	1.9	8	95.0	28	97.0	96.0	99.0	nt	97.0	0.6	97.0
CN(C)c1cc[n+](CC(=O)N2CCCc3ccccc32)cc1	1.1	19	98.0	8	90.0	92.0	95.0	nt	103.0	-0.7	96.0
COC(=O)c1cc(NC(C)=O)ccc1N1CCOCC1	2.6	11	104.0	10	97.0	102.0	102.0	-12.5	107.0	0.9	97.0
CCCCc1ccc(/C=C(\C#N)C(N)=S)s1	1.7	9	102.0	9	99.0	98.0	101.0	10.5	108.0	0.1	101.0
CN1CCN(CC(O)COc2ccc(Cl)cc2)CC1 (stereo not drawn)	12.0	25	101.0	28	98.0	100.0	98.0	nt	99.0	1.2	102.0
O=C(Nc1ccccc1)C1CC2CCCC(C1)C2=O (stereo not drawn)	-0.4	6	98.0	11	98.0	97.0	98.0	-22.7	93.0	-0.1	99.0
CC1Cc2nc(SCC(=O)NCCc3ccccc3)n(C)c(=O)c2S1 (stereo not drawn)	1.4	14	100.0	24	99.0	105.0	104.0	nt	99.0	0.1	106.0
O=C(c1ccccn1)N(Cc1cc2ccccc2[nH]c1=O)C1CCCCC1	0.5	32	98.0	2	98.0	98.0	97.0	-27.6	102.0	0.1	101.0
Cc1cccc2c(N=Nc3ccc(S(=O)(=O)Nc4ccc(Cl)cc4)cc3[N+](=O)[O-])c(O)[nH]c12	-6.8	15	101.0	10	97.0	101.0	97.0	6.7	100.0	-0.3	100.0
Cc1ccc(C(=O)Nc2cc([N+](=O)[O-])ccc2F)s1	43.5	7	97.0	0	97.0	98.0	95.0	23.8	97.0	1.4	102.0
O=C(COC(=O)c1ccccc1C(=O)c1ccccc1)NCCc1ccccc1	52.3	10	101.0	24	101.0	104.0	101.0	-4.1	98.0	0.6	107.0
O=C(CCn1c(=O)[nH]c2ccccc2c1=O)Nc1ccccc1	7.0	10	97.0	10	92.0	98.0	98.0	1.8	95.0	0.5	98.0
COc1ccccc1NC(=O)N1CCN(c2cccc(C(F)(F)F)c2)CC1	1.8	28	101.0	6	99.0	99.0	101.0	nt	103.0	0.1	103.0
Cc1nc(SCC(=O)N2CCCc3ccccc32)c2oc3ccccc3c2n1	28.9	28	100.0	12	99.0	97.0	100.0	3.0	100.0	3.0	106.0

Source: PubChem
